# Cardio protect: cardioprotection against H2O2-induced cell death, primary screen, uHTS, H9c2 cells, ATPLite luminescence; protection from H2O2 cell death, % at 20 µM; H9c2 cardiomyocytes, H2O2 injury protection, 2 h; 0.63% of 360,000 active;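 active means compounds giving at least 50% protection of heart cells from peroxide-induced death in the single-dose screen, raw or plate-pattern-corrected value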;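 further: 0% = DMSO wells with peroxide and 100% = DMSO wells without peroxide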
# ABCB6 inh MLPCN: ABCB6 transporter inhibitors, primary screen, K562-ABCB6 cells, flow cytometry, MLPCN library. fluorescence ratio to DMSO, % at 10 µM. AID 602162, 2011. ATP-binding cassette sub-family B member 6 (Homo sapiens), Q9NP58. 0.19% of 360,000 active. K562-ABCB6 porphyrin accumulation, 1 h; hits give low values;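 active means fluorescence ratio to DMSO below 75%, the collection mean minus 3 SD; inconclusive means too few cells collected in the well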;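 further: signal is porphyrin accumulated inside mitochondria; 100% equals median channel fluorescence of DMSO control wells; lower ratio means ABCB6 inhibition with less porphyrin fluorescence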
# Glyco luc inh: increase of ERlucT glycosylation luciferase signal, primary screen, N-linked glycosylation inhibitor project, D54 ERlucT cells, luminescence, set 2; D54 ERlucT glycosylation luciferase reporter, 24 h; percent of 100 nM tunicamycin response; AID 588692, 2011; reporter increase, % at 12.5 µM; 0.23% of 360,000 active;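 active means mean luciferase reporter signal, scaled so untreated is 0 and the glycosylation-blocking control 100, at or above a set limit in every replicate; inconclusive means mean reaches the limit but not every replicate does; inactive means mean below the limit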;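 further: luciferase carries N-glycosylation sites so blocking glycosylation raises the light; 0% = median of neutral control wells and 100% = median of 100 nM tunicamycin wells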
# Vif inh: HIV Vif self-association inhibitors, primary screen, imaging, HEK293T, single point; HEK293T cells, Vif self-association by quenched fluorescence, 24 h; inhibition, % at 7.49 µM; 0.35% of 340,000 active; in the data active means inhibition above about 50%, passing the limit was not always enough; inconclusive means no clear call, values can overlap the other calls; inactive means below about 31%; further: some results filed as inactive read as strong as hits
# PDI inh: inhibitors of human PDI, primary screen, biochemical, turbidity, single point, plate reader; AID 588391, 2011; PDI insulin aggregation turbidity, A650, 90 min; inhibition, % at 10 µM; 0.052% of 350,000 active; Protein disulfide-isomerase (Homo sapiens), P07237;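 active means mean inhibition across replicates of 30% or more, whatever share of single replicates reach that level; inconclusive means mean inhibition below 30% while every single replicate reaches 30%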;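 further: absorbance from insulin aggregation driven by PDI reduction with DTT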
# Target sequence (P07237 whole entry, looked up): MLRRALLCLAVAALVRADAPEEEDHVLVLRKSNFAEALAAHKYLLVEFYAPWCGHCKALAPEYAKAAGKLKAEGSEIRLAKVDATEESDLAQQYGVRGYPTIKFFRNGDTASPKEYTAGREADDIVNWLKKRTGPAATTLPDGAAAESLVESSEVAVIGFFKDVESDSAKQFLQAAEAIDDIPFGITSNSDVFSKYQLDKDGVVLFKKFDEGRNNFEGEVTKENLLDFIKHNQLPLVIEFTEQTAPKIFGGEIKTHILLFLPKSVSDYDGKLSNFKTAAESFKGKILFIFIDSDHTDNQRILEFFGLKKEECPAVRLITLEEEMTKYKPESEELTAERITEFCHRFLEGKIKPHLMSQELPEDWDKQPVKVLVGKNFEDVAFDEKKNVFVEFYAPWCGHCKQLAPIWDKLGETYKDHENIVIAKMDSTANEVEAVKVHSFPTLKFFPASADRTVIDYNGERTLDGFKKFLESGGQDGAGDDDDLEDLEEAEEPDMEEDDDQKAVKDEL
# HTR2A ag: mouse Htr2a agonists via beta-arrestin recruitment, primary screen, cell-based, luminescence; 5-hydroxytryptamine receptor 2A (Mus musculus), P35363; CHO-K1 mHTR2A beta-arrestin complementation; percent of 30 µM serotonin response; activation, % at 7.6 µM; 0.66% of 360,000 active;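 active means activation above a run cutoff, the mean activation of all tested compounds plus 3 SD, cut at about 14% in these data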;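 further: 0% = plate median of compound wells and 100% = 30 µM serotonin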
# Target sequence (P35363 whole entry, looked up): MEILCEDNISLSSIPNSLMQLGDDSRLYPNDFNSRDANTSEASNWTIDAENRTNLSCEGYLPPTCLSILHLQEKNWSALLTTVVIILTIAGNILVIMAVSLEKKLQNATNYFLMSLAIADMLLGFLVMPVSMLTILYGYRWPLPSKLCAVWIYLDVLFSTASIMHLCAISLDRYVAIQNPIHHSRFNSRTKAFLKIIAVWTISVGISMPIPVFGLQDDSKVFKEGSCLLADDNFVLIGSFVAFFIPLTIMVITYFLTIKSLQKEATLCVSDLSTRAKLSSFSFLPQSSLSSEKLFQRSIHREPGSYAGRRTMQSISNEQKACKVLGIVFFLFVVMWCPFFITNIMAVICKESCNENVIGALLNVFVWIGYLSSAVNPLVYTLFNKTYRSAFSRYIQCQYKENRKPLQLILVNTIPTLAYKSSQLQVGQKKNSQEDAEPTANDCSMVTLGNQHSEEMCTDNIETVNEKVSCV
# CaV13 FRET inh: Disruptors of the CACNA1D IQ motif to Ca2+-dependent inactivation inhibitor domain association, primary screening, Förster resonance energy transfer in intact living … | HEK cells, CFP/YFP FRET ICDI-IQ, plate reader, 10 min; percent FRET-ratio fall versus neutral wells | inhibition, % at 12.3 µM | 0.098% of 340,000 active;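 active means mean replicate inhibition of at least 30% and at least 1% of replicates passing that level; inconclusive means only one of the two criteria is met; inactive means neither criterion is met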;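 further: 0% = median of the neutral control wells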
# aDG glyco up: activators of alpha-DG glycosylation, primary screen, uHTS, Pro5-aDG cells, AlphaScreen; alpha-DG glycosylation AlphaScreen (IIH6); 0% Pro5, 100% B10-LARGE cell signal; activation, % at 10 µM; 0.22% of 360,000 active; AID 624168, 2012;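 active means activation of at least 8% versus controls, or a plate z-score of at least 8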;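 further: Pro5 are CHO cells carrying HIG-tagged alpha-DG that lacks glycosylation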
# Exocytosis inh: LAMP-1 surface exposure blockers, TALL-104 cells – cell-based, flow cytometry, MLPCN library, primary screen. TALL-104 LAMP-1 surface exposure; cells stimulated with thapsigargin and PMA. inhibition, % at 10 µM. 0.66% of 360,000 active;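 active means inhibition above about 55%, limit read from the data; inconclusive means no clear call, values can overlap the other calls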
# iPSC survival up: enhancers of single-cell hiPSC survival, primary screen, ATPlite luminescence; survival enhancement, % at 20 µM; 100% = ROCK inhibitor wells, 0% = DMSO; 0.044% of 360,000 active; in the data active means survival enhancement above about 18%;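 further: cells exposed to compounds for 16 hours before the ATP read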
# * hit, by the source's call; u = inconclusive; x = no result given.
no. | Structure | Cardio protect | ABCB6 inh MLPCN | Glyco luc inh | Vif inh | PDI inh | HTR2A ag | CaV13 FRET inh | aDG glyco up | Exocytosis inh | iPSC survival up
1 | Cc1cc(NC(=O)CSCC(=O)Nc2cc(Cl)ccc2N2CCN(C)CC2)no1 | 8 | 102 | 0 | -4 | 3 | 6 | -14 | -0.1 | -1 | 0.5
2 | CCOc1ccccc1NC(=O)Nc1ccsc1C(=O)OC | -1 | 99 | -1 | -10 | 3 | 2 | x | 0.2 | 10 | 0.0
3 | Cc1cc(CNC(=O)C2(C(F)(F)F)C/C(=C\CCO)CCCO2)nn1C (stereo not given) | 1 | 104 | 3 | -1 | -3 | 1 | -12 | -0.2 | 3 | -3.2
4 | CN1C(=O)c2ccc(NC(=O)c3c(C(=O)O)cccc3[N+](=O)[O-])cc2C1=O | -3 | 98 | 0 | -11 | -1 | 1 | -6 | 0.1 | -2 | 0.4
5 | Cc1occc1-c1nnc(SCC(=O)N2CCCCC2)o1 | 4 | 96 | 2 | -2 | -3 | 5 | -3 | 0.1 | -4 | 0.1
6 | O=C(NC(=O)N1CCSCC1)c1c(Cl)cccc1Cl | 5 | 100 | 2 | -3 | -1 | -1 | u | 0.0 | 22 | -0.7
7 | CC(=O)NCCNc1nc2cc(-c3ccccc3CO)sc2c(=O)n1C | -9 | 97 | 0 | x | 1 | -1 | -11 | -0.5 | 1 | 4.2
8 | CC(C)(Oc1ccc(Cl)cc1)C(=O)NC1=NN(c2ccccc2)C(=O)C1 | -1 | 88 | -1 | 5 | 20 | 3 | -4 | -0.1 | -4 | 1.3
9 | Cc1ccc2nc(CCc3nc4ccc(C)cc4o3)oc2c1 | -2 | 89 | 0 | 7 | 5 | -2 | -8 | 0.0 | 0 | -2.7
10 | CC1CCCCC12NC(=O)N(CC(=O)NC1CCCc3ccccc31)C2=O (stereo not given) | -2 | 100 | 3 | 3 | -9 | 2 | -3 | 0.2 | 0 | 2.2
11 | CCOC(=O)CCN(C(=O)Nc1ccccc1)C1CCCCC1 | -4 | 102 | 2 | 25 | 2 | -4 | -6 | -0.2 | -7 | 0.1
12 | CCC(C)NS(=O)(=O)c1ccc(NS(=O)(=O)c2ccc(F)cc2)cc1 (stereo not given) | 0 | 101 | -1 | -7 | 6 | -4 | -6 | -0.1 | 2 | -0.1
13 | O=S(=O)(NCCNc1ncc(C(F)(F)F)cc1Cl)C(F)(F)F | -12 | 96 | 2 | -18 | 7 | 1 | 1 | -0.2 | -2 | -1.4
14 | Cc1ccc(-c2nnn(CC(=O)N(c3ccc4c(c3)OCCO4)C(C(=O)NCC3CCCO3)c3ccc(F)cc3)n2)o1 (stereo not given) | 12 | 98 | 0 | -2 | 0 | 5 | 12 | 0.0 | 8 | 2.6
15 | Nn1c(SCc2ccccc2F)nnc1-c1ccccn1 | 0 | 95 | 3 | 6 | -5 | 0 | 6 | 0.1 | 1 | -0.5
16 | CCOC(=O)C(NC(C)=O)(OCc1ccccc1)C(F)(F)F (stereo not given) | -2 | 99 | 3 | -4 | 4 | -1 | -17 | 0.0 | 9 | -0.5
17 | O=[N+]([O-])c1nn(-c2ccc3c(c2)OCCO3)n(O)c1=NC1CCCC1 | 6 | 91 | 3 | 1 | 0 | 4 | x | 0.1 | -1 | -2.0
18 | Cc1nn(C2CCS(=O)(=O)C2)c(C)c1CN(C)C(=O)c1ccc(Cl)cc1 (stereo not given) | -5 | 96 | 0 | -8 | 5 | 10 | -6 | 0.2 | 5 | -2.1
19 | CCOC(=O)C1CCN(C(=O)CCc2nnc3ccc(N4CCN(C)CC4)nn23)CC1 | -1 | 98 | 1 | 3 | 4 | 0 | -6 | -0.2 | -6 | 0.0
20 | Cc1ccc(C(=O)Nc2ccccc2C(=O)O)cc1S(=O)(=O)NCc1ccccc1 | 10 | 100 | 1 | 7 | 1 | 2 | -3 | 0.1 | 0 | 3.2
21 | Cn1c(SCC(N)=O)nnc1-c1cnccn1 | 8 | 94 | 0 | 14 | 0 | 3 | 1 | 0.1 | 0 | 0.7
22 | O=CN/C=C/c1cc(O)ccc1O | -8 | 100 | 3 | -9 | x | -4 | x | 0.0 | -6 | 0.5
23 | CN1OC[C@@H]2CN(Cc3ccccc3)[C@H](c3cccc(N4CCOCC4)c3)C[C@@H]21 | -2 | 97 | 2 | x | -2 | -4 | -5 | 0.1 | 1 | 0.7
24 | CC(=O)c1cccc(NC(=O)C2C3C=CC(C3=C(c3ccccc3)c3ccccc3)C2C(=O)O)c1 (stereo not given) | 3 | 90 | 1 | -12 | -8 | -2 | 7 | 0.0 | 0 | 2.4
25 | CCCNC(=O)C12CCC(C)(C(=O)O1)C2(C)C (stereo not given) | -2 | 98 | 0 | 0 | -2 | 0 | -4 | -0.2 | 0 | -0.5
26 | CCC(=O)Nc1cc2c3c(c1)CCC(=O)N3CCC2 | 2 | 101 | 2 | -4 | 1 | 2 | -3 | -0.1 | -2 | -0.6
27 | CCCCc1nnc(NC(=O)C(=O)OCC)s1 | 9 | 99 | 2 | -5 | 2 | 4 | -2 | 0.1 | 8 | 1.0
28 | CC[C@]12c3[nH]c4cc(-c5ccco5)ccc4c3CCN1C(=O)[C@@H](CC(=O)NCCc1ccccn1)C[C@@H]2C(=O)N1CCN(C(=O)C2CC2)CC1 | 2 | 101 | 1 | x | -5 | -1 | -7 | 4.5 | -1 | -2.2
29 | CCOc1ccc(C2C(C(=O)c3ccco3)=C(O)C(=O)N2CCCn2ccnc2)cc1OC (stereo not given) | 5 | 101 | 0 | -6 | -13 | 0 | -5 | -0.2 | -6 | 2.3
30 | CC(=O)Nc1nc(C)c(Cc2ccccc2)c(=O)[nH]1 | 1 | 102 | 2 | 6 | -21 | 6 | x | 0.0 | -2 | -4.6
31 | Cc1cc(=O)[nH]c2c1c(C)nn2-c1ccccc1 | -3 | 98 | 2 | -26 | 11 | 1 | -3 | 0.4 | -2 | -0.5
32 | COc1ccc(Cl)cc1NC(=S)NCCC(c1ccccc1)c1ccccc1 | -11 | 96 | -5 | 6 | -2 | -5 | -3 | 1.4 | 0 | -3.5
33 | CCOC(=O)C1=C(NC(=S)NC(=O)c2ccccc2)c2ccccc2CC1C(C)C (stereo not given) | 4 | 94 | -10 | x | 7 | 2 | x | 0.2 | 1 | 2.3
34 | Cc1cccc(NC(=O)C(C)OC(=O)CNC(=O)C2CCCCC2)c1 (stereo not given) | 4 | 100 | 0 | 5 | -5 | 1 | -7 | 1.8 | -5 | -1.6
35 | CCOc1ccc(-n2c(-c3ccccc3)nnc2-c2ccccc2)cc1 | -10 | 100 | -2 | -4 | 7 | 4 | x | 0.5 | 2 | -0.5
36 | O=C(Cn1c(NCCO)nc2ccccc21)c1ccc(F)cc1 | -1 | 115 | -2 | 2 | -5 | -5 | -19 | -0.1 | 3 | -0.4
37 | CC(=O)NCC(=O)NC(Cc1ccccc1)C(N)=O (stereo not given) | -3 | 100 | 1 | -10 | -2 | -3 | x | -0.1 | 0 | 4.8
38 | CCOc1ccccc1-n1c(SCC(=O)NC(C)(C)C)nnc1-c1ccoc1C | 8 | 90 | -2 | x | 0 | 4 | -6 | -0.3 | 0 | 2.2
39 | COc1ccc(S(=O)(=O)N2CCOC2CNC(=O)C(=O)NCCc2c[nH]c3ccccc23)cc1 (stereo not given) | -8 | 97 | -2 | -23 | x | -4 | -4 | 0.0 | -5 | 2.3
40 | COC(=O)[C@]1(C)N[C@H](c2ccc(-c3ccc(Cl)c(Cl)c3)c(OC)c2)[C@@H]2C(=O)N(C)C(=O)[C@@H]21 | 3 | 96 | 2 | -1 | 1 | -3 | -4 | 0.9 | -3 | -0.6
41 | CCN(CC)c1ccc(/C=C2/SC(=O)N(C(C)C)C2=O)o1 | -29 | 182 | -8 | -6 | 3 | -2 | -3 | -0.7 | 78* | -3.2
42 | CCOC(=O)C1(Cc2cccc(F)c2)CCN(CC2CC2)CC1 | -3 | 101 | -2 | -6 | 2 | -4 | -6 | 0.0 | 2 | 0.7
43 | CCc1cccc(NC(=O)CCCn2nc(CC)n3c(cc4occc43)c2=O)c1 | -2 | 107 | 1 | -24 | 5 | 7 | -2 | -0.5 | -6 | -0.4
44 | O=C(O)c1cc([N+](=O)[O-])ccc1NCCO | 8 | 100 | 0 | 2 | 4 | 1 | -5 | -0.3 | 1 | -0.3
45 | COc1ccc(C2OC(CCc3ccccc3)Cc3[nH]c(=S)[nH]c(=O)c32)cc1 (stereo not given) | x | 97 | x | x | x | -2 | -3 | -0.1 | -3 | 0.4
46 | Cc1ccc(S(=O)(=O)c2cc3c(=O)n4ccccc4nc3n(CCc3ccccc3)c2=N)cc1 | -5 | 103 | 69* | 3 | 4 | 2 | -3 | -0.2 | 35 | 2.1
47 | CC(=O)Nc1ccc2[nH]ccc2c1 | 2 | 99 | 1 | -10 | -2 | 2 | -5 | -0.1 | 3 | -0.3
48 | CCOc1ccccc1N1CCN(C(=O)CCCN2C(=O)c3cccc4cccc(c34)C2=O)CC1 | 10 | 94 | 0 | 2 | -5 | 4 | -2 | -0.3 | 0 | 0.9
49 | Cc1cc(Cl)ccc1OCCCC(=O)NCC1CCCO1 (stereo not given) | -3 | 109 | -1 | -8 | 7 | 6 | -3 | -0.2 | 1 | -3.1
50 | CCc1ccc(NC2=NCC(=O)N2Cc2ccc3c(c2)OCO3)cc1 | -17 | 97 | -1 | 8 | -2 | -3 | -5 | 0.3 | 0 | -3.8
51 | CS(=O)(=O)C1=NSC2=NC(=O)/C(=C\c3ccc(OS(=O)(=O)c4ccccc4)cc3)C(=N)N21 | 3 | 107 | 1 | -13 | 12 | -2 | -2 | -0.2 | 5 | 1.8

# From PubChem BioAssay
